SDO1 yeast rescue: sdo1-depleted yeast growth rescue | 140,000 compounds, 0.21% hits | S. cerevisiae sdo1-depleted JHY4D growth rescue, OD600 30 h; stronger effect = higher value; pdr5 snq2 efflux-pump mutant strain | z-score at 10 µM;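 active means z-score above 3 at both the 24 hr and the 30 hr optical density reads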;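 further: z-score against mean and SD of all compound wells on the same plate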
Insulin prom inh: TRM-6 insulin promoter activity inhibition | TRM-6 cells (human fetal islet line), insulin promoter-eGFP reporter, imaging; reporter expression induced with tamoxifen | inhibition, % at 2 µM | 130,000 compounds, 0.9% hits;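 active means inhibition above the mean plus 3 SD, with well images judged a real hit on visual review, cut at about 60% in these data, passing the limit was not always enough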
SDO1 yeast rescue Rescue 24 h: further read-out of SDO1 yeast rescue, marked with its call; z-score; S. cerevisiae sdo1-depleted JHY4D growth rescue, OD600; measured here: growth rescue at 24 h;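 0 is the plate mean of compound wells and units are plate SD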
* = called active by the depositor; nt = no result given; [ ] = dose if it differs, or a comment. A portion of the library; count on the stated rates, not on these rows.

Results follow in this order: SDO1 yeast rescue, SDO1 yeast rescue Rescue 24 h, Insulin prom inh
> Cc1cc(C)n2nc(C(=O)Nc3cccnc3)nc2n1
  3, 3.8, -31
> CCOc1ccc(S(=O)(=O)N/N=C(\C)c2ccc(Cl)c(Cl)c2Cl)cc1
  1.2, 1.9, 11
> CC(=O)Nc1ccc(S(=O)(=O)NNC(=O)c2cc3c4ccccc4n(C)c3s2)cc1
  0.96, 0.78, nt
> N#Cc1c(NCCO)nc(NCc2ccccc2)c2c1CCN(Cc1ccccc1)C2
  -0.78, -0.63, nt
> CCOCc1nnc(NC(=O)c2cc(OC)c(OC)cc2[N+](=O)[O-])s1
  nt, nt, 10
> CCOC(=O)Nc1oc2ccccc2c(=O)c1CN1CCOCC1
  0.54, 0.02, nt
> COc1ccc(C(=O)NCC(=O)N=Nc2c(O)n(Cc3ccccc3)c3ccccc23)cc1OC
  -0.84, -0.69, nt
> Cc1ccc(O)c(N=NC2=C(O)CC(C)(C)CC2=O)c1
  -1.1, -0.25, -12
> CCNC(=O)C1CCCc2c1[nH]c1ccc(Cl)cc21 (stereo unspecified)
  nt, nt, 0
> Cn1c(=O)c2[nH]c(CN3CCN(Cc4ccccc4)CC3)nc2n(C)c1=O
  0.05, -0.16, -21
> COc1ccc(NC2=C(C(C)=O)C(c3ccc(OC)c(OC)c3)C(C(C)=O)C(C)(O)C2)cc1 (stereo unspecified)
  0.43, 0.36, -348
> Cc1ccc2nc(Cl)c3nnnn3c2c1
  nt, nt, -147
> Cc1ccc(N/C(C(Cl)=C(Cl)Cl)=C(/Cl)[N+](=O)[O-])c(C)c1
  -0.19, 0.2, 8
> CN1C(=S)SC(C)(C)C1/[N+]([O-])=C/c1cccnc1 (stereo unspecified)
  1.2, 1.4, 63
> Cc1cc(NC(=O)c2ccccc2NS(=O)(=O)c2c(C)c(C)cc(C)c2C)no1
  -0.83, -0.39, -4
> Cc1ccc(-c2nn(C(C)(C)C)c3ncnc(N)c23)cc1
  -1.7, -1, -25
> O=C(NCc1ccco1)C1CCN(c2nc3ccccc3n2Cc2ccccc2F)CC1
  -0.58, 0.2, nt
> COC(=O)CN1C(=O)COc2ccc(Cl)cc21
  -0.07, -0.02, -22
> CCn1c(SCC(=O)Nc2ccc(NC(=O)c3ccco3)cc2)nnc1-c1cccs1
  nt, nt, 38
> O=C(NC(=S)Nc1nc2ccccc2s1)c1cccs1
  -0.77, 0.05, 7
> O=C(c1ccc(NS(=O)(=O)c2cccc3cccnc23)cc1)N1CCOCC1
  nt, nt, -156
> COc1ccc(C(=O)CSc2nnc(CC(=O)Nc3ccccc3OC)n2C)cc1
  nt, nt, -50
> COc1ccc(/C=C(/NC(C)=O)C(=O)O)cc1
  -0.23, -0.73, nt
> CC(=O)C(/C=N/c1ncc(C(F)(F)F)cc1Cl)=C(\C)O
  nt, nt, 21
> C=C(C)CNC(=S)N/N=C(\C)c1cccc(NC(C)=O)c1
  nt, nt, -54
> CCCN1CCN(C(=O)c2cccc3c2C(=O)N(CCOC)C3)CC1
  0.31, -0.35, nt
> CN1C(=O)CC(N2CCN(c3ccc(Cl)cc3)CC2)C1=O (stereo unspecified)
  1.6, 0.07, -10
> O=C(N/N=C/c1ccc2c(c1)OCO2)c1sc2cc(Cl)ccc2c1Cl
  -0.74, 0.16, nt
> O=C(Cn1c(=O)[nH]c2ccsc2c1=O)NC1CCCCC1
  -0.03, 1, 3
> CSc1ncc(Cl)c(C(=O)Nc2sc3c(c2C(=O)NCc2ccco2)CCCC3)n1
  -1, 0.14, -20
> CCCCc1c(C)nc(Nc2ccc(OC)cc2)[nH]c1=O
  -0.16, -0.34, 21
> COCCNC(=O)C(C)Oc1ccccc1 (stereo unspecified)
  nt, nt, -17
> COc1ccc(-c2nc(N3CCC(C)CC3)[nH]c(=O)c2C#N)cc1
  -0.37, -0.21, 71*
> Cn1c(SCc2nc(-c3ccccc3)no2)nnc1-c1ccco1
  -0.13, -0.31, -27
> Cc1ccccc1Nc1nc(-c2ccccc2)c(C(=O)Nc2cccnc2)s1
  -0.98, -0.64, nt
> COc1c2ccoc2nc2c(OC)cccc12
  -0.32, -0.51, 25
> Cc1ccc([N+](=O)[O-])c(OCCN2CCNCC2)c1
  1.2, 1.6, -12
> Cc1cc(C)c2nc(NC(=O)C3CCCO3)sc2c1 (stereo unspecified)
  -0.21, 0.08, -29
> Cc1ccc2c(c1)NC(=O)C(CC(=O)NCc1cccnc1)O2 (stereo unspecified)
  0.55, -0.27, nt
> COc1cccc(C(c2c(O)nc(SC)n(C)c2=O)c2c(O)nc(SC)n(C)c2=O)c1
  0.8, 1, 17

Entries of single compounds from above:
Entry for Cc1ccc2c(c1)NC(=O)C(CC(=O)NCc1cccnc1)O2 (stereo unspecified) = SDO1 yeast rescue: 0.55; SDO1 yeast rescue Rescue 24 h: -0.27; Insulin prom inh: nt
Entry for Cc1cc(C)c2nc(NC(=O)C3CCCO3)sc2c1 (stereo unspecified) = SDO1 yeast rescue: -0.21; SDO1 yeast rescue Rescue 24 h: 0.08; Insulin prom inh: -29
Entry for Cn1c(SCc2nc(-c3ccccc3)no2)nnc1-c1ccco1 = SDO1 yeast rescue: -0.13; SDO1 yeast rescue Rescue 24 h: -0.31; Insulin prom inh: -27

Next compounds.
Results follow in this order: SDO1 yeast rescue, SDO1 yeast rescue Rescue 24 h, Insulin prom inh
> COc1ccc(OC)c(-c2cc(C(=O)Nc3cc(C)n(Cc4ccc(Cl)cc4)n3)no2)c1
  -0.72, 0.71, 20
> Cc1nn(C)c(C)c1NC(=O)Nc1cccc(C(F)(F)F)c1
  1.6, 1.7, -31
> CC(C)NC(=O)/C(C#N)=C/c1cccc(NC(=O)c2ccccc2Cl)c1
  -1.3, -0.74, 48
> Cc1cc(C(=O)OCC(=O)N(C)C2CCS(=O)(=O)C2)c(C)n1-c1ccccc1 (stereo unspecified)
  0.58, 0.38, nt
> CCN(CC)CCNC(=O)c1cccc(NC(=O)C(=O)c2ccccc2NC(C)=O)c1
  nt, nt, -11
> O=C1C(C=NCCCN2CCOCC2)=C(O)c2ccccc21
  1.6, 1.7, 16
> O=C(CSc1nnc(SCc2ccc(Cl)cc2)s1)N1CCN(C(=O)c2ccco2)CC1
  -0.98, 0.38, nt
> CC1C(O)=C(c2nc3ccccc3[nH]2)C(=N)N1c1ccccc1 (stereo unspecified)
  -0.42, -0.62, 14
> Cc1cc(C)nc(SCC(=O)N2CCOCC2)n1
  -0.48, -0.94, 45
> COc1ccc(O)c(-c2cn[nH]c2-c2cccs2)c1
  0.06, 0.1, 47

The list goes on:
structure,SDO1 yeast rescue,SDO1 yeast rescue Rescue 24 h,Insulin prom inh
O=C(Nc1ccc2c(c1)OCCO2)C1CCCN(S(=O)(=O)c2cccnc2)C1 (stereo unspecified),-0.52,-0.87,nt
COCC(C)NC(=O)c1cc(-c2ccccc2OC)on1 (stereo unspecified),-0.39,-0.45,nt
O=C(CN1CCCCCCC1)N/N=C/c1ccccc1F,0.09,-0.47,18
O=C(O)C1CC=CCC1C(=O)NCc1ccc2c(c1)OCO2 (stereo unspecified),0.06,-0.96,56
CCOC(=O)CSC1=C(C#N)C(c2ccc(Cl)cc2)CC(=O)N1 (stereo unspecified),0.07,0.06,nt
COc1cccc(-c2cc(C(=O)N3CCN(C(c4ccccc4)c4ccccc4)CC3)no2)c1,-0.1,-0.4,nt
Cc1ccn2c(Nc3ccc4c(c3)OCO4)c(-c3ccccn3)nc2c1,-2,-1.1,-7
Cn1c(=O)cc(OCCCC(=O)NCCC2=CCCCC2)c2ccccc21,nt,nt,-20
CC/C(=N\NC(=O)c1ccc(Br)cc1)c1ccccc1,nt,nt,-60
Cc1ccc(-c2cc(C(=O)Nc3nn[nH]n3)c3ccccc3n2)c(C)c1,0.23,-0.57,-4
COc1ccc(OC)c(S(=O)(=O)NCc2cccnc2)c1,1,1.1,10
CCN(CC)S(=O)(=O)c1ccc2c(c1)nc(SCn1nnc3ccccc3c1=O)n2CC,-0.85,-0.61,-2
COc1ccc(CC(=O)OCC(=O)Nc2ccc(Cl)cn2)cc1,0.56,-0.2,-41
O=C(O)CCn1c(SCc2ccccc2)nc2ccccc21,0.22,-0.64,-32
O=c1[nH]c2cc(Cl)cc(Cl)c2[nH]c1=O,0.78,1.9,-15
CN1CCc2c(c3c(n2C)CCN(C)[C@H]3c2ccccc2F)[C@@H]1c1ccccc1F,0.17,-0.11,nt
CC(C)C1C(c2ccccc2)N(C)C(c2ccccc2)CC1(O)c1ccccc1 (stereo unspecified),-2.5,-1.7,nt
CC(C)CCNC(=O)CN(CC1CCCO1)C(=O)CCC(=O)Nc1nccs1 (stereo unspecified),-0.75,-0.95,nt
CCNc1nc(NCC)n2c(SCC(=O)O)nnc2n1,0.43,2,nt
CNc1ccccc(-c2ccc3cc4c(cc3n2)OCO4)c1=O,-0.31,-0.94,-15
CCc1nnc(NC(=O)c2cc(S(=O)(=O)N(CC)CC)ccc2Cl)s1,1.1,1.6,23
O=c1[nH][nH]c(-c2ccccc2)c1C=Nc1ccccc1Cl,0.98,0.85,-46
COC(=O)c1cc(OC)c(OC)cc1NC(=O)CC1CCCCC1,-1.4,-1.1,-54
Cc1cccc(NS(=O)(=O)c2cccs2)c1,0.18,-0.39,-26
N#Cc1c(-c2cccnc2)c2c([nH]c1=S)CCCC2,0,-0.63,nt
O=C1c2cccnc2C(=O)N1c1ccccc1-c1ccccc1,-0.41,-0.49,nt
Nc1ccccc1NC1=CC(=O)CC(c2ccco2)C1 (stereo unspecified),-0.87,-1.4,43
CC(C)(C)C(=O)O/N=C1\CCS(=O)(=O)c2sccc21,nt,nt,8
Cc1[nH]nc(-c2ccc(OCc3cnn(-c4ccccc4)c3)cc2O)c1Oc1ccc(F)cc1,-0.5,1.3,31
COc1ccc(/C=N/NC(=O)c2ccccc2Cl)cc1CSc1nc2ccccc2s1,-0.86,0.01,-18
CC1CC(Nc2ccccc2N)=CC(=O)O1 (stereo unspecified),0.83,0.26,-13
CSc1nccc(-c2nn(-c3ccc(C)cc3)ccc2=O)n1,0.16,-0.57,8
Nc1c(Cl)cc(Cl)cc1C(=O)OCC(=O)N1CCOCC1,nt,nt,-27
O=C(Cn1c(=O)sc2ccccc21)Nc1nc2c(s1)CCCC2,-2,-1.3,7
CCC(CC)NC(=O)Nc1cccc(C)c1C,nt,nt,16
O=C1c2ccccc2C(=O)N1CCCCN(C(=O)c1ccc(Cl)s1)c1ccc(Cl)cc1,-0.33,0.41,-107
Cc1ccsc1/C=N/NC(=O)Cn1cnc2ccccc21,0.36,-0.34,43
Cc1oc(-c2ccccc2F)nc1CS(=O)CC(=O)NCc1ccc2c(c1)OCO2 (stereo unspecified),0.98,2.8,nt
S=c1[nH]nc(-c2ccco2)n1/N=C/c1ccccc1Cl,-0.82,-0.97,nt
CC(C)OCCCNc1nc2c(c(=O)n(Cc3ccccc3F)c(=O)n2C)n1C,-0.3,-0.27,-53
Cc1ccc2cccc(NC3OC(=O)c4ccccc43)c2n1 (stereo unspecified),-0.14,-1.6,nt
Cc1ccc(NC(=O)CC(C)N2CCCC2)cc1 (stereo unspecified),-0.23,-0.41,-43
COc1cc2nc(CN(C)Cc3ccc(F)cc3)[nH]c(=O)c2cc1OC,nt,nt,-18
Cc1cc(C(=O)COC(=O)C2=COCCO2)c(C)n1-c1ccc2c(c1)OCO2,-0.3,0.35,nt
Cc1ccc(NC(=S)NNC(=O)c2c(Cl)c(C)nn2C)cc1,-0.06,-0.41,-7
Cc1ccc(-c2cc(C(=O)NC3=NCCS3)c3ccccc3n2)cc1C,-0.99,-0.72,-45
Cc1nn(-c2cccc(C(=O)O)c2)c(C)c1Oc1ccccc1O,1.5,1.2,nt
O=C(CN1CCCC1)Nc1ccc(F)cc1,nt,nt,38
Cc1cc(N2CCOCC2)ccc1/C=C1/SC(=O)NC1=O,nt,nt,43
CCCC(C)C(=O)Nc1ccc(S(=O)(=O)Nc2nccs2)cc1 (stereo unspecified),nt,nt,-26
O=C(NCCOc1ccccc1)C1CCCN1C(=O)c1cccs1 (stereo unspecified),-0.11[7.6 µM],0.28,nt
CCOC(=O)c1c(CSc2ccccc2)n(C)c2cc(Br)c(OCC(O)CNC(CO)(CO)CO)cc12 (stereo unspecified),-0.08,0.99,-36
COc1ccc(C2NC3=C(CCCC3)C(C#N)(C#N)C2(C#N)C#N)cc1 (stereo unspecified),-0.25,-0.18,46
CCOc1ccc2[nH]c(=O)c(CN(Cc3ccc(F)cc3)C(=O)c3ccco3)cc2c1,-0.79,-0.23,nt
COC(=O)c1ccc(NC(=O)c2ccc(F)cc2)o1,0.58,0.41,9
Clc1ccc(Oc2nc(Oc3ccc(Cl)cc3)nc(N3CCOCC3)n2)cc1,-1.3,-1,27
COc1ccc(CCNC(=O)c2ccc(N3CCCC3=O)cc2)cc1,1.2,0.94,-40
COc1cccc(-c2cc(C(=O)NCC3CCCO3)c3ccccc3n2)c1 (stereo unspecified),0.06,-0.31,0
CCOc1ccc(S(=O)(=O)Nc2cc(OC)c(OC)cc2C(=O)O)cc1,0.88,0.79,-8
Cc1ccc(Nc2cc(C)nc(N3CCOCC3)n2)cc1,-0.34,-1.1,13
O=C(CCn1nnc2ccccc21)Nc1nnc(COc2ccccc2F)s1,-1.5,-0.2,36
